D2 potentiator – D2 dopamine receptor (human) potentiation. P14416. 0.34% of 340,000 active. AID 485347. HEK293 T-REx D2, calcium flux, EC20 dopamine potentiation. potentiation, % at 10 µM;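 active = potentiation over 3 SD above the plate norm, cut at about 30% in these data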; note: 0% is about no effect
Target sequence (P14416 whole entry, looked up): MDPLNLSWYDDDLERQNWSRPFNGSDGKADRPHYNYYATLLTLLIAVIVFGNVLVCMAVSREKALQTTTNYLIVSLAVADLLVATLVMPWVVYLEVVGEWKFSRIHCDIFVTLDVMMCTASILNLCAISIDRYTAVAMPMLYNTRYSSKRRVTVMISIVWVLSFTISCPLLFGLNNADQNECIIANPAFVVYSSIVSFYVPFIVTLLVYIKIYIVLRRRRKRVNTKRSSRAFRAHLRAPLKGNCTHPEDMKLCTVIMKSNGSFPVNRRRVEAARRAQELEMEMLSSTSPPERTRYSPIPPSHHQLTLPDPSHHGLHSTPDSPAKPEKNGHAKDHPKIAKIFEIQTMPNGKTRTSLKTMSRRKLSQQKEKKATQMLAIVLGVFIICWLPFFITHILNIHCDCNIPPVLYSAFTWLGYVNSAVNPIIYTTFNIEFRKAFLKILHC
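Primary screen. Calcium kinetics in induced HEK293 T-REx D2 cells: compound pre-addition 180 s, EC20 dopamine, 180 s more.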
TRHR PAM – allosteric enhancers of human TRH receptor; TRHR cells, fluo-8 calcium fluorescence, EC20 TRH enhancement; 0.66% of 360,000 active; AID 493056; enhancement, % at 2 µM; in the data active = enhancement above about 30%; note: 0% is about no effect
Target sequence (P34981 whole entry, looked up): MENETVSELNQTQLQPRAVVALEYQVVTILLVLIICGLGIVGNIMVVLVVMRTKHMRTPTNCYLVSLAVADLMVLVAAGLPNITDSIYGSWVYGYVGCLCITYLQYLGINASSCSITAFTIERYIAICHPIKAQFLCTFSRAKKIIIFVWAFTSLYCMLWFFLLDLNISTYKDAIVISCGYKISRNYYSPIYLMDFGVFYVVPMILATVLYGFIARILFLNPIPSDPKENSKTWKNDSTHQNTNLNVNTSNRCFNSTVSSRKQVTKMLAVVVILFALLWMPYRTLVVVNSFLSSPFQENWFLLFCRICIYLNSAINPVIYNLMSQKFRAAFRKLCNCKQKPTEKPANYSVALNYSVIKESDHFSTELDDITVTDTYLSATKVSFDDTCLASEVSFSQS
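Enhancer read-out: after compound pinning and an initial kinetic agonist-mode read, an EC20 of TRH (10 nM final) was injected and fluo-8 calcium signal (Ex 480/Em 530) followed at 1 s/cycle for 100 cycles in TRHR-expressing cells.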
RXFP1 ag – activates the human relaxin receptor RXFP1; AID 2676; HEK293T-RXFP1 cAMP TR-FRET, 30 min; response scale: percent of porcine relaxin response, buffer zero; 0.3% of 370,000 active; Potency, µM (titrated, usually from 57.5 µM), without a hit: at the highest dose activation, most hits filed as activators; note: potency is the fitted concentration of half-maximal effect; % is set by controls: 0 for no effect and ±100 for the full control effect; nearly all actives have a fitted effect of over 60% in size; many of its hits are not listed in these tables
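Agonist response is measured as cAMP accumulation in an RXFP1-transfected HEK293T line under PDE4 inhibition. Values are scaled between buffer-only and 29 nM porcine relaxin, and EC50s come from standard Hill equation fits.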
D1 agonist – agonists of human D1 dopamine receptor | activation, % at 2 µM | 1% of 360,000 active | HEK293 T-REx D1 cells, calcium flux, agonist mode | AID 504660 | P21728; in the data active = activation above about 30%; note: 0% is about no effect
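Tetracycline-induced HEK293 TREx D1 cells, force-coupled to calcium signalling, were dye-loaded with a no-wash calcium kit. Compound was pin-added after a 10 s baseline. Fluorescence was read kinetically at 1 cycle/s for 180 s, with calcium rises flagged as agonism.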
TRHR agonist – TRH receptor (human) agonism; AID 493084; 0.18% of 360,000 active; P34981; TRHR cells, calcium flux fluo-8, FDSS agonist mode; activation, % at 2 µM; in the data active = activation above about 30%; note: 0% is about no effect
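Fluo-8-loaded TRHR cells; 10 s baseline, compound added, kinetic Ca2+ fluorescence read 1/s, agonist mode.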
Anesthetic bind – candidate novel general anesthetic via apoferritin binding; P02791; apoferritin/1-aminoanthracene competitive binding, fluorescence; Potency, µM (series often up to 77.5 µM), for the others: top-dose activity change, negative = displacement, hits mostly inhibitors; 0.074% of 350,000 active; AID 485281; note: potency is the fitted concentration of half-maximal effect; % is set by controls: 0 for no effect and ±100 for the full control effect; nearly all actives have a fitted effect of over 20% in size
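In PBS, apoferritin at 10 uM is loaded with 1-AMA from a 50% saturated solution. After 10 min of compound exposure at ambient temperature, reduced 535 nm fluorescence indicates probe displacement.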
RXFP1 antag – antagonists of human relaxin receptor RXFP1 | Q9HBX9 | HEK293-RXFP1, relaxin-stimulated cAMP HTRF, 30 min; stronger effect = lower value | activity change, negative = inhibition, % at 57.5 µM | 0.59% of 350,000 active | AID 1259400;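 active = activity change of -60% or lower, but not beyond a set lower limit; inconclusive = change between -60% and -40%, or beyond the set limit; inactive = change above -40%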; note: % is set by controls: 0 for no effect and ±100 for the full control effect
D1 antag – human D1 dopamine receptor antagonism; HEK293 TREx D1 cells, calcium flux, dopamine EC80; stronger effect = lower value; activity change, negative = inhibition, % at 10 µM; P21728; 3.2% of 360,000 active; in the data active = activity change below about -30%; note: % is set by controls: 0 for no effect and ±100 for the full control effect
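Tetracycline-induced HEK293 Trex D1 cells, force-coupled to calcium, dye-loaded; compounds added and read 180 s, then EC80 dopamine added and calcium flux tracked kinetically another 180 s.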
D1 PAM – potentiators of human D1 dopamine receptor; 0.036% of 360,000 active; P21728; potentiation, % at 10 µM; AID 504651; HEK293 TREx D1 cells, calcium flux, dopamine EC20 potentiation; in the data active = potentiation above about 30%; note: 0% is about no effect
* hit, by the source's call; u = inconclusive; x = no result given; [ ] = remark or other dose. Unless noted, calls come from the whole dose curve; as a rule, active = well fitted curve in the direction sought with a large enough effect; inconclusive = small, poorly fitted or top-dose-only effect, or another doubt; inactive = no such curve, though single readings can be large; an effect the other way counts as inactive or inconclusive. The list is partial; rates above refer to the full screens.

SMILES	D2 potentiator	TRHR PAM	RXFP1 ag	D1 agonist	TRHR agonist	Anesthetic bind	RXFP1 antag	D1 antag	D1 PAM
CC(NC(=O)c1ccc(F)cc1)C(=O)NC1=NCCS1 (stereo not given)	1	-2	0.3%	-1	0.4	-3%	-7	17	5
CCCCNC(=O)c1c(-c2ccccc2)c(-c2ccccc2)nn(C)c1=O	0	-4	0.0%	-1	-0.1	-3%	-6	-3	1
Cc1ccc(C)c(OCc2cc(C(=O)N3CC[C@H](O)C3)no2)c1	1	4	3.1%	6	0.1	-16%	-26	-11	-1
O=C(Nc1ccc2oc(-c3ccncc3)nc2c1)c1ccccc1	7	10	u	3	0.0	-4%	-12	2	-3
O=C(CNc1cc([N+](=O)[O-])ccc1NCCO)Nc1cccc(S(=O)(=O)N2CCCCC2)c1	4	-1	1.7%	1	-0.3	x	2	-5	-6
CN1CCN(c2ccc([N+](=O)[O-])cc2C(=O)c2ccc(Cl)cc2)CC1	-14	1	4.2%	7	0.5	-4%	-2	-9	-4
COc1ccccc1C(=O)N1CCN(Cc2cccnc2)CC1	-7	-2	-3.7%	0	0.3	-1%	16	-14	2
COCCn1c(=S)[nH]c2cc(C(=O)N3CCc4ccccc43)ccc2c1=O	-1	0	2.8%	9	0.5	-9%	-3	-16	-3
CC(CNC(=O)c1ccc2c(c1)nc1n2CCCCC1)c1ccccc1 (stereo not given)	-5	-2	3.5%	-1	-0.2	-5%	-21	-8	4
O=C(CCc1ccccc1)N1CCCC(Nc2ccc(F)cc2)C1 (stereo not given)	x	-8	-0.2%	-1	-0.6	-17%	-3	-25	3
C=CCN1C=C2C(=O)C(C)(OC(=O)c3ccc(OC)cc3)C(=O)C(c3ccco3)=C2C=C1CCCC (stereo not given)	-5	1	0.0%	4	5.8	-8%	x	26	-2
CN(C)C(CNC(=O)c1ccc(NS(=O)(=O)c2cccc([N+](=O)[O-])c2)cc1)c1ccco1 (stereo not given)	1	21	0.1%	2	0.4	-16%	-8	1	3
CC1(C)CC(=O)c2c(O)cc(OCC(=O)NCCc3ccc(S(N)(=O)=O)cc3)cc2O1	2	24	1.3%	4	-0.8	-13%	x	-16	-3
CC(OC(=O)c1ccc(C(C)(C)C)cc1)C(=O)NC1CCCCC1C (stereo not given)	-10	12	-1.1%	4	-0.8	-9%	-22	-1	13
CN(C(=O)CSc1nnc(-c2ccco2)o1)C1CCCCC1	-4	17	0.7%	3	0.0	-8%	4	0	-3
CCN(CC(=O)NCc1cccs1)C(=O)c1ccc(S(=O)(=O)Nc2ccccc2F)cc1	-2	-2	3.7%	3	-0.1	x	x	-8	5
Cn1cc(CN2CCC(Oc3ccc(C(=O)N4CCCC4)cc3)CC2)cn1	9	-3	-3.9%	0	0.2	3%	-3	-18	1
Clc1nc2ccccc2cc1/C=N/Nc1nc2ccccc2[nH]1	16	5	0.7%	1	0.8	6%	8	3	-4
CS(=O)(=O)N(CC(=O)NCc1ccco1)c1cc(C(F)(F)F)ccc1Cl	11	-1	3.7%	3	0.5	-10%	9	6	4
CCOC(=O)C1=C(c2ccccc2)NC(=O)NC1c1cc(Cl)c(O)c(OC)c1 (stereo not given)	7	1	1.3%	6	0.3	-14%	-12	-1	-7
O=C(Cc1ccccc1)N1CCC(c2ccccc2)C1 (stereo not given)	-3	-8	-1.9%	1	-0.4	-14%	5	-2	-4
CCOC(=O)N1CCN(Cc2cn3ccccc3n2)CC1	4	1	0.9%	1	0.2	-5%	4	-2	5
O=C(Nc1ccc(Br)cc1)C1CCCN(S(=O)(=O)c2cccnc2)C1 (stereo not given)	-11	1	-0.2%	2	-0.1	-10%	-2	-4	-2
COc1ccc2cc3cc(C(=O)N4CCN(c5ccc(C(C)=O)cc5)CC4)sc3nc2c1Cl	10	3	6.2%	0	0.4	4%	-2	-5	-1
O=C(Nc1ccccc1N1CCN(C(=O)c2ccccc2)CC1)c1cc(Br)ccc1Cl	1	-24	3.2%	1	-0.3	2%	5	11	-6
CCOc1ccc(N2CC(=O)N(c3ccc(OCC)cc3)CC2=O)cc1	-3	5	-0.5%	0	-0.3	-2%	-1	-1	3
Cc1ccc(-n2nnnc2-c2cnc(N3CCCC3)nc2C(F)(F)F)cc1	-2	0	0.5%	4	0.4	-8%	1	2	-1
CCCN(C1CCS(=O)(=O)C1)S(=O)(=O)c1ccc(F)cc1 (stereo not given)	4	8	-0.1%	0	-0.3	x	4	16	-3
O=C(Nc1ccccc1-c1ccccc1)NC1CC2CCCC(C1)N2CCc1ccccc1 (stereo not given)	-18	-7	3.4%	9	0.5	8%	-11	1	-4
CC(Cc1ccccc1)NC(=O)CCCN1C(=O)c2ccccc2C1=O (stereo not given)	-2	-1	0.0%	9	-0.4	-12%	-11	1	9

Part of the list above in order of number of heavy atoms, lowest first:
SMILES	D2 potentiator	TRHR PAM	RXFP1 ag	D1 agonist	TRHR agonist	Anesthetic bind	RXFP1 antag	D1 antag	D1 PAM
CCOc1ccc(N2CC(=O)N(c3ccc(OCC)cc3)CC2=O)cc1	-3	5	-0.5%	0	-0.3	-2%	-1	-1	3
Cn1cc(CN2CCC(Oc3ccc(C(=O)N4CCCC4)cc3)CC2)cn1	9	-3	-3.9%	0	0.2	3%	-3	-18	1
O=C(Nc1ccccc1N1CCN(C(=O)c2ccccc2)CC1)c1cc(Br)ccc1Cl	1	-24	3.2%	1	-0.3	2%	5	11	-6

Further compounds follow:
SMILES	D2 potentiator	TRHR PAM	RXFP1 ag	D1 agonist	TRHR agonist	Anesthetic bind	RXFP1 antag	D1 antag	D1 PAM
Cc1ccc(C)c(N(CC(=O)NCCc2ccccc2)C(=O)CCC(=O)Nc2ccccn2)c1	x	6	2.3%	3	0.2	-14%	-3	-25	-12
N#Cc1c(-c2ccccc2)nc(SCc2ccc([N+](=O)[O-])cc2)[nH]c1=O	4	0	0.8%	-3	0.1	u	-26	-7	0
S=C(Nc1cc(Cl)cc(Cl)c1)N1CCN(c2ccccn2)CC1	-13	-2	-0.9%	5	0.5	0%	-2	-3	-7
CCOC(=O)NNc1ccccc1	-5	14	-0.5%	1	1.3	-7%	-7	-1	4
COc1ccc(C(=O)COc2ccc(C)cc2NC(C)=O)cc1	2	-3	-1.0%	5	0.4	6%	-9	-27	-4
Cc1ccc2cc(CCNC(=O)C3CCCC3)c(=O)[nH]c2c1	-11	26	0.3%	1	-0.3	2%	x	4	-7
O=C(CCS(=O)(=O)c1ccc(Br)cc1)NC1CCCC1	-4	-15	0.7%	3	0.5	-8%	7	-8	-3
N#CCCn1cc(/C=N/NC(=O)c2ccncc2)c(-c2ccc(F)cc2)n1	12	2	-3.0%	3	1.2	-9%	-4	-7	9
COc1ccc(OC)c(/C=N/NC(=O)c2ccc[n+](CC(=O)c3ccccc3)c2)c1	3	2	-0.4%	5	0.0	x	-2	-2	x
COC(C[C@@H](O)C[C@H](O)[C@@H](C)OCc1ccccc1)OC	-1	4	0.4%	3	0.1	-9%	x	1	-3
O=C(NCCN1CCOCC1)c1ccc2ccccc2c1	-8	-2	2.4%	0	0.0	-10%	x	5	-14
COc1ccc(/C=C(\NC(=O)c2cccs2)C(=O)Nc2ccc(C)cc2)cc1OC	-8	-8	2.3%	2	-0.3	-14%	-13	-17	-7
O=C(NNC(=O)c1sccc1-n1cccc1)c1ccc(F)cc1	-3	8	0.8%	0	-0.3	-6%	2	-5	1
CSc1nc2n(n1)C(c1ccccn1)C1=C(CC(C)(C)CC1=O)N2 (stereo not given)	16	8	-3.6%	-2	-0.2	3%	-3	-7	-6
NS(=O)(=O)c1ccc(N/N=C/c2ccc3c(c2)OCO3)c([N+](=O)[O-])c1	1	2	-0.7%	2	-1.7	-9%	-16	9	-1
N#CC(=NCc1cccnc1)C1=C(O)c2ccccc2C1=O	3	-6	20%	0	0.0	40%[activator]	3	4	-1
Fc1ccc(C2CC(c3cccs3)=NN2c2ccccc2)cc1 (stereo not given)	-1	-1	24%	2	-0.1	130%[activator]	18	6	6

Molecules shown so far with a Cl atom:
SMILES	D2 potentiator	TRHR PAM	RXFP1 ag	D1 agonist	TRHR agonist	Anesthetic bind	RXFP1 antag	D1 antag	D1 PAM
CN1CCN(c2ccc([N+](=O)[O-])cc2C(=O)c2ccc(Cl)cc2)CC1	-14	1	4.2%	7	0.5	-4%	-2	-9	-4
Clc1nc2ccccc2cc1/C=N/Nc1nc2ccccc2[nH]1	16	5	0.7%	1	0.8	6%	8	3	-4
CS(=O)(=O)N(CC(=O)NCc1ccco1)c1cc(C(F)(F)F)ccc1Cl	11	-1	3.7%	3	0.5	-10%	9	6	4
CCOC(=O)C1=C(c2ccccc2)NC(=O)NC1c1cc(Cl)c(O)c(OC)c1 (stereo not given)	7	1	1.3%	6	0.3	-14%	-12	-1	-7
COc1ccc2cc3cc(C(=O)N4CCN(c5ccc(C(C)=O)cc5)CC4)sc3nc2c1Cl	10	3	6.2%	0	0.4	4%	-2	-5	-1
O=C(Nc1ccccc1N1CCN(C(=O)c2ccccc2)CC1)c1cc(Br)ccc1Cl	1	-24	3.2%	1	-0.3	2%	5	11	-6
S=C(Nc1cc(Cl)cc(Cl)c1)N1CCN(c2ccccn2)CC1	-13	-2	-0.9%	5	0.5	0%	-2	-3	-7

From PubChem BioAssay
